JMJD2A Tudor: JMJD2A Tudor domain (human) inhibition. O75164. AlphaScreen JMJD2A-Tudor / H3K4me3 peptide binding. Potency, µM (top dose mostly 114 µM), inactives show at the top dose activity change, negative = inhibition, most hits filed as inhibitors. 4.4% of 390,000 active. AID 504339; note: potency is the fitted concentration of half-maximal effect; % is set by controls: 0 for no effect and ±100 for the full control effect; nearly all actives have a fitted effect of over 50% in size
PI4K2A inh: blocks human PI4K2A kinase activity. Q9BTU6. purified PI4K2A, ADP-Glo luminescence, 1 h; hits give low values. AID 1346378. 0.13% of 420,000 active. activity change, negative = inhibition, % at 76.9 µM; in the data active = activity change below about -50%; inconclusive = mostly about -30% to -49%;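 note: -100% = wells without enzyme as full effect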
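PI4K2A activity was measured by ADP-Glo luminescence: enzyme (4 ug/mL stock) and phosphatidylinositol (1.2 mM stock) in Tris pH 7.5/MgCl2/EGTA/Triton X-100 buffer were reacted with ATP (300 microM stock) for one hour at ambient temperature.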
Pin1 inhibitor: inhibitors of human Pin1; Q13526; Pin1 FP peptide displacement, HiFluor488, 10 min; Potency, µM (doses to about 115 µM), for inactives: top-dose activity, negative = inhibition, usual class: inhibitors; 0.009% of 390,000 active; AID 504891; active = well fitted inhibition curve with a large enough effect in the polarisation, with a control signal flat, not every such curve was filed as active; inconclusive = small, poorly fitted or top-dose-only effect, or effect the other way, or a change in a side signal; inactive = no such curve, though single readings can be large or run the other way; the % refers to the polarisation; note: potency is the fitted concentration of half-maximal effect; % is set by controls: 0 for no effect and ±100 for the full control effect
Target sequence (Q13526 whole entry, looked up): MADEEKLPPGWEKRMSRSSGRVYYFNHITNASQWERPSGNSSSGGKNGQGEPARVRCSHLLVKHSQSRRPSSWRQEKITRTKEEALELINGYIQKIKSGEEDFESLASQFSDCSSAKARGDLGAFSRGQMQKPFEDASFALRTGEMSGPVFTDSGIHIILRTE
BAZ2B block: BAZ2B (human) inhibition; Q9UIF8; AlphaScreen BAZ2B-H3K14Ac peptide displacement; Potency, µM (top dose mostly 114 µM), for inactives: at the highest dose activity change, negative = inhibition, usual class: inhibitors; 4.4% of 360,000 active; note: potency is the fitted concentration of half-maximal effect; % is set by controls: 0 for no effect and ±100 for the full control effect; nearly all actives have a fitted effect of over 60% in size
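In this displacement format the biotinylated H3(5-23) peptide acetylated at Lys14 serves as ligand at 50 nM, with BAZ2B at 50 nM in PBS pH 7.4 containing 0.01% Tween-20. Donor and acceptor beads are 10 ug/mL final.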
PGK inhibitor: inhibitors of T. brucei phosphoglycerate kinase. P07378. PGK/GAPDH coupled, Kinase-Glo luminescence, 60 min. Potency, µM (doses to about 57.5 µM), for inactives: at the highest dose activity change, negative = inhibition, actives largely listed as inhibitors. 0.043% of 380,000 active. AID 602233; note: potency is the fitted concentration of half-maximal effect; % is set by controls: 0 for no effect and ±100 for the full control effect; nearly all actives have a fitted effect of over 60% in size
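Recombinant glycosomal PGK reaction used 1,3-bisphosphoglycerate generated in-well by GAPDH (100nM final) in 100mM TEA pH 7.6, 5mM MgCl2, 0.01% Tween-20. After 60 minutes at room temperature, ATP was read by Kinase-Glo Plus luminescence end-point.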
ERG-DNA inh: inhibitors of human ERG Ets domain-DNA interaction. fluorescence polarization, His-ERG Ets domain / labelled DNA. P11308. 0.028% of 370,000 active. Potency, µM (top dose mostly 76.9 µM), inactives show at the highest dose FP activity, negative = inhibition, usual class: inhibitors; active = well fitted inhibition curve with a large enough effect in the polarisation, with a control signal flat; inconclusive = small, poorly fitted or top-dose-only effect, or effect the other way, or a change in a side signal; inactive = no such curve, though single readings can be large or run the other way; the % refers to the polarisation;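 note: polarization taken with two DNA probes labelled with fluorescein and Texas red; potency is the fitted concentration of half-maximal effect; % of control where 0% means no effect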
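His-tagged ERG Ets domain (1 uM in the protein solution; 300mM KCl, 50mM Tris-HCl, 1mM EDTA, 1mM DTT, pH 7.5) received compound, then a probe mix of 5 nM fluorescein-DNA and 100nM Texas-615-DNA. Fluorescence polarization was read for both dyes.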
GLS inh: blocks human kidney-isoform glutaminase activity. O94925. Potency, µM (series often up to 45.5 µM), inactives show at the highest dose activity change, negative = inhibition, most hits filed as inhibitors. GLS enzymatic activity, qHTS titration. 0.21% of 410,000 active; note: potency is the fitted concentration of half-maximal effect; % is set by controls: 0 for no effect and ±100 for the full control effect
Target sequence (O94925 whole entry, looked up, canonical isoform): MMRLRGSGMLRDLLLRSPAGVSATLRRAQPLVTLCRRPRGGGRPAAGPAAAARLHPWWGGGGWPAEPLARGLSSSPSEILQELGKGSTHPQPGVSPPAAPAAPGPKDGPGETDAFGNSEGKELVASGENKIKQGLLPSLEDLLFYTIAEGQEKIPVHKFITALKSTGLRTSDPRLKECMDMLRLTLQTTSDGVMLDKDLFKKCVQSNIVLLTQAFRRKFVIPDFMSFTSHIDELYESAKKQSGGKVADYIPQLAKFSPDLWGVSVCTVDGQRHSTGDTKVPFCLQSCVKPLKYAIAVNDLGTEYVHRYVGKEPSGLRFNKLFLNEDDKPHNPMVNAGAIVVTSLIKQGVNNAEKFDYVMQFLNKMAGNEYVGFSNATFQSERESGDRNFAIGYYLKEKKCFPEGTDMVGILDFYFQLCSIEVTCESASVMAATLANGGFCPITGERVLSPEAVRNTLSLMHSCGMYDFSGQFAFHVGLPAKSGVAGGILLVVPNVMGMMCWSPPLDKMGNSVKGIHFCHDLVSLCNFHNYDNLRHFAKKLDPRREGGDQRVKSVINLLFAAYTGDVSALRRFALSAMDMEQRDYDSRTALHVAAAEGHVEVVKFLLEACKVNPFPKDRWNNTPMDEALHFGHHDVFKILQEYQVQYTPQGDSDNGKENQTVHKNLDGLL
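hKGA in 45 mM KH2PO4 pH 8.2, 0.02% Tween-20 with pin-transferred compounds; 1 mM L-glutamine (stock) plus glutamate oxidase/HRP/Amplex Red coupling added. Fluorescence read initially and after 30 min at RT.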
G9a inh: blocks human histone lysine methyltransferase G9a; 8.8% of 350,000 active; Q96KQ7; Potency, µM (series often up to 102 µM), for inactives: at the highest dose activity, negative = inhibition, usual class: inhibitors; G9a H3K9 monomethylation, AlphaScreen, 2 h; AID 504332; note: potency is the fitted concentration of half-maximal effect; % is set by controls: 0 for no effect and ±100 for the full control effect; nearly all actives have a fitted effect of over 75% in size
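AlphaScreen detection with an anti-monomethyl H3K9 antibody quantified product after a 2 h room-temperature reaction containing 500 nM biotinylated H3K9 peptide, 20 µM SAM and 20 nM enzyme, which had been preincubated 15 min with compound.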
HP1b binding inh: inhibitors of HP1-beta chromodomain binding to methylated histone tails. 0.56% of 390,000 active. Potency, µM (top dose mostly 114 µM), without a hit: top-dose activity change, negative = inhibition, most hits filed as inhibitors. AlphaScreen HP1-beta / biotin-H3K9me3 peptide binding. P83916; note: potency is the fitted concentration of half-maximal effect; nearly all actives have a fitted effect of over 70% in size; inactives centre near 23
Target sequence (P83916 whole entry, looked up): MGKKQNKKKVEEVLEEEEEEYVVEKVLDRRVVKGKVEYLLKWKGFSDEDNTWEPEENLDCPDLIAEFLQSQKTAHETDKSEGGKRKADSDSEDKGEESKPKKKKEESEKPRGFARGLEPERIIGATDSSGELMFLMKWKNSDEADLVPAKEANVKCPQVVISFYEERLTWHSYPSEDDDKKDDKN
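HP1-beta protein (50 nM final) preincubated 30 min at room temperature with biotinylated H3(1-18)K9me3 peptide (50 nM) in PBS pH 7.4, 0.01% Tween-20, then compound added for 30 min. AlphaScreen streptavidin donor/nickel chelate acceptor beads (10 ug/mL final), 30 min dark, luminescence read.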
Starred values were filed as active, the others as inactive; i = inactive; ? = inconclusive; . = no result given; [ ] = dose if it differs, or a comment. Unless noted, calls come from the whole dose curve; as a rule, active = well fitted curve in the direction sought with a large enough effect; inconclusive = small, poorly fitted or top-dose-only effect, or another doubt; inactive = no such curve, though single readings can be large; an effect the other way counts as inactive or inconclusive.

JMJD2A Tudor,PI4K2A inh,Pin1 inhibitor,BAZ2B block,PGK inhibitor,ERG-DNA inh,GLS inh,G9a inh,HP1b binding inh,Compound
-14.9%,-1.2,-2.6%,-5.6%,-6.2%,-0.6%,-11.5%,39.8µM*,11.5%,Cc1ccc(OCC(=O)N2CCN(S(=O)(=O)c3ccc(Cl)cc3)CC2)c([N+](=O)[O-])n1
-7.7%,2.5,-0.2%,-13.2%,0.5%,3.3%,-6.8%,12.9%,15.9%,COC(=O)c1ccc(SCC(=O)NCc2ccccc2)c([N+](=O)[O-])c1
-9.7%,4.7,-0.7%,-19.8%,-7.9%,-12.7%,-12.6%,8.4%,22.6%,CCOc1ccc(NC(=O)CN2C(=O)CSc3ccc(S(=O)(=O)N4CCCC4)cc32)cc1
-11.4%,-0.7,-2.0%,-31.5%,-8.4%,0.1%,-0.6%,-0.9%[59 µM],34.8%,CCc1ccc(-c2nc(CN3CCC(C(=O)NCCc4ccc(C)cc4)CC3)c(C)o2)cc1
-12.4%,-0.1,0.4%,-7.9%,13.1%,2.1%,-2.9%,-14.1%[12.7 µM],17.8%,O=C(NC(=S)Nc1cccc([N+](=O)[O-])c1)C1CCCCC1
-1.8%,0.8,1.2%,-12.2%,i,-5.6%,6.6%,-2.5%,16.9%[57 µM],CN(C(=S)NC(=O)/C=C/c1ccc(F)cc1)C1CCCCC1
-11.0%,-2.3,-10.5%,-1.3%,0.7%,-9.2%,0.4%,31.2%,-2.8%,Cc1cc(C(=O)N/N=C/c2ccc(C)s2)n[nH]1
-13.6%,-3.7,-1.4%,.,-1.0%,4.9%,-1.5%,.,20.9%,O=C(C[C@H]1C/C=C\CC[C@@H](Cc2ccc(F)cc2)C(=O)O[C@@H](c2ccccc2)CNC1=O)N[C@H](CO)Cc1ccccc1
-32.4%,2.1,5.6%,-29.8%,.,-4.8%,-4.4%,?,-6.3%,Cc1ccc(-c2nc(NCc3ccco3)c3ccccc3n2)cc1
33.5%,4.0,-8.0%,0.6%,i,3.8%,-7.3%,?,75.0%[activator],O=C(Nc1nccs1)c1cc(N2CCOCC2)nc2ccccc12
27.7%,-4.6,-7.5%,-9.4%,-5.7%,-1.7%,17.9%,.,32.4%,Cc1c(NC(=O)c2ccc(NS(=O)(=O)c3ccccc3)cc2)c(=O)n(-c2ccccc2)n1C
-2.1%,-8.1,-8.9%,-4.6%,-11.8%,21.8%,-2.5%,-2.2%[0.501 µM],29.4%,CC1(C)CC(=O)C=C(c2cccc(CO)c2)C1
-26.6%,-10.1,8.9%,-30.1%,2.1%,1.8%,4.7%,?,31.3%,CCC(C(=O)OCC(=O)Nc1ccc(Cl)c(S(=O)(=O)N(C)C)c1)c1ccccc1 (centres undefined)
-15.7%,1.6,-3.4%,-6.7%,-4.3%,19.6%,-3.8%,?,9.1%,Cc1cc(N)c2ccccc2n1
-15.5%,?,4.2%,-6.4%,?,.,?,48.7%[59 µM],51.9%,c1ccc(-c2noc(-c3ccc4c(c3)OCO4)n2)nc1
-6.7%,-0.7,4.1%,3.0%,-8.8%,-2.7%,-5.1%,-0.6%[59 µM],40.8%,O=C(Nc1ccccc1)C1CCCCC1
-5.2%,-6.6,-9.8%,-1.7%,i,2.2%,-0.3%,28.7%[59 µM],42.6%[activator],O=S(=O)(NCCSc1nnnn1-c1ccccc1)c1ccc(F)cc1
-20.8%,0.3,-10.6%,.,i,-5.3%,-2.0%,13.1%[59 µM],12.4%,Cc1ccc(NC(=O)c2cc(NC(=O)C3CC=CCC3C(=O)O)ccc2N2CCOCC2)cc1 (centres undefined)
-6.4%,-0.7,?,5.6%,-2.3%,-4.8%,1.1%,0.7%[59 µM],28.7%,Oc1ccccc1C1=Nc2ccccc2N=C(c2ccco2)C1
-15.9%,-2.2,5.1%,-17.5%,2.7%,-3.5%,-17.4%,3.0%,43.8%,Cc1cc(N)n(-c2ccc([N+](=O)[O-])cc2)n1
-17.6%,0.2,4.4%,0.5%,2.9%,-6.9%,-8.0%,-32.0%[59 µM],27.0%,CCc1ccc(NCc2cc3cc4c(cc3n(CC(=O)Nc3ccc(OC)cc3)c2=O)OCO4)cc1
-16.4%,3.4,-7.0%,2.6%,-2.2%,2.9%,5.3%,-18.9%,12.4%,CC1CC(C)CN(C(=O)c2cc(-c3ccccn3)nc3ccccc23)C1 (centres undefined)
-10.1%,1.4,-6.9%,-9.1%,-2.9%,-2.2%,-7.3%,3.4%[59 µM],-2.0%,CC(=O)Nc1ccc(S(=O)(=O)NCCc2csc3nc(-c4cccc(C)c4)nn23)cc1
16.6%,2.5,2.1%,8.6%,-5.4%,-8.3%,-2.6%,15.8%,39.7%[activator],COC(=O)c1sc(-c2ccc(Cl)cc2)cc1N
-29.5%,5.5,-5.7%,-15.7%,-1.6%,12.5%,6.2%,13.0%,16.5%,Cc1ccccc1CN1CCN(Cc2ccc3cccc(F)c3n2)CC1CCO (centres undefined)
-16.0%,-3.6,1.1%,2.7%,-1.9%,3.1%,5.7%,-6.7%,23.7%,CN(Cc1cccs1)C(=O)COc1ccc(-c2nnco2)cc1
-18.4%,-7.7,-3.8%,-9.8%,-5.4%,-14.5%,5.5%,?,40.7%[activator],CCCCCCCCS(=O)c1sc2nc(C)cc(C)c2c1N (centres undefined)
-11.8%,-3.8,0.5%,-15.6%,-8.1%,-4.5%,3.7%,.,13.8%,COCC1CCCN(C(=O)c2cc(COc3ccc4ncccc4c3)on2)C1 (centres undefined)
-20.3%,4.0,6.9%,-35.2%,-3.2%,2.0%,1.9%,-48.9%,-2.0%,CN(Cc1cccs1)C(=O)CCCc1c[nH]c2ccccc12
-10.9%,8.3,-5.2%,14.1%,-2.5%,-0.7%,7.0%,-4.0%[59 µM],9.9%,CN(C)C(=O)CSc1nc2ccccc2c(=O)[nH]1
5.01µM*,-1.4,0.8%,50.1µM*,0.9%,9.4%,-5.0%,.,-6.7%,COc1cc(-c2n[nH]c(=S)n2-c2ccc(C)cc2)cc(OC)c1OC
-3.5%,-0.2,0.9%,-14.0%,-4.9%,-1.0%,-1.1%,35.3%,27.9%,CC1=C(C(=O)Nc2ccc(Cl)cc2C(=O)N2CCC(C(N)=O)CC2)SCCO1
-2.1%,6.0,-2.1%,.,1.3%,4.5%,3.6%,1.1%,29.0%,CC(Cc1cccs1)NC(=O)c1cccs1 (centres undefined)
-12.4%,0.3,9.1%,-11.4%,-8.4%,5.6%,0.7%,-10.3%[59 µM],22.6%,Cc1cccc(N(CC(O)Cn2c3ccccc3c3ccccc32)S(=O)(=O)c2ccc(F)cc2)c1 (centres undefined)
4.9%,1.3,0.9%,-16.6%,-2.0%,6.7%,-8.0%,-0.2%,17.0%,COc1ccc(/C=N/NC(=O)c2ccc(COc3cccc4cccnc34)cc2)cc1OC
-19.3%,-2.6,0.8%,-13.9%,-7.4%,4.1%,2.2%,11.8%,33.3%,Cn1c(SCC(=O)NC2CCCC2)nc2c(c1=O)SCC2
0.0%,?,-3.7%,-0.4%,-4.5%,7.0%,25.9%,15.7%[59 µM],27.2%,O=C(Nc1ccc(N2CCOCC2)nc1)c1ccc(Cl)cc1
-1.9%,-1.7,28.5%,-24.0%,8.5%,-1.2%,4.3%,12.9%[59 µM],35.4%,Cc1cccn2c3c(c(=O)nc12)C(c1cccc(F)c1)CC(=O)N3 (centres undefined)
-13.7%,-2.9,-1.4%,.,-6.6%,7.7%,0.3%,.,23.6%,O=C(C[C@H]1C[C@H](C(=O)N2CCCCC2)[C@@]2(CCc3ccccc3)c3[nH]c4ccc(Cl)cc4c3CCN2C1=O)NCCC1=CCCCC1
-15.8%,-7.0,4.0%,.,-9.6%,13.5%,5.4%,.,39.3%[activator],O=C1CS(=O)(=O)N(Cc2ccc(F)cc2)c2ccccc21
4.5%,-3.0,-1.3%,.,2.9%,1.0%,-2.8%,-26.8%,35.4%,CNC(=O)CSc1ncnc2c1cnn2-c1ccccc1
-5.5%,8.8,2.7%,0.6%,10.3%,-1.1%,6.2%,8.4%[59 µM],47.1%[activator],CCC(=O)Nc1c(OC(=O)CC)ccc2c(C)cc(=O)oc12
-16.9%,2.1,-4.2%,-1.8%,-3.2%,-5.7%,0.4%,.,5.7%,COc1cc(C(=O)N2CCCCCCC2)ccc1OC1CCN(C(C)=O)CC1
-20.3%,-2.8,-4.9%,0.0%,.,6.6%,3.8%,-21.6%[59 µM],28.9%,Cc1ccc2c(C)nc(N/C(N)=N/S(=O)(=O)c3ccc([N+](=O)[O-])cc3)nc2c1
